# High-throughput results from PubChem.
# MrgX1 agonist – human MrgX1 receptor agonism, primary screen; hit rate 0.44% among 310,000; Q96LB2; MrgX1-HEK293 cells, Fluo-4 calcium fluorescence, agonist mode; stronger effect = higher value; AID 588627; B-score at 10 µM;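 active = calcium response B-score plate-corrected fluorescence ratio at least 3 library SD, with starting fluorescence B-score inside 5 SD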
#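 Assay system: MrgX1-expressing HEK293 cells / Amount: fifteen thousand cells per well / Doses: test compound in the initial addition of three / Timing: cells plated overnight, dye loaded 0.5 h 37 °C, 0.5 h room temperature / Technique: kinetic calcium dye fluorescence, Fluo-4 NW / Control set: positive and negative controls per plate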
# MrgX1 antag – human MrgX1 receptor antagonism, primary screen; Q96LB2; MRGX1-HEK293 calcium flux, Fluo-4, BAM8-22 antagonism; stronger effect = lower value; B-score at 10 µM; hit rate 1.3% among 310,000; AID 588676;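 active = calcium-response B-score plate-corrected more than 3 library SD below zero, starting fluorescence within 5 deviations, no agonist response on first addition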;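 also: peak minus trough fluorescence over baseline after final BAM8-22 challenge near maximal dose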
# AI-2 QS modul – modulates the Vibrio harveyi AI-2 quorum sensing system | Vibrio harveyi JMH597 AI-2 luminescence/OD600 ratio, 9 h; stronger effect = lower value; strain lacks LuxN and CqsS sensors; 0 = neutral-control median | activity change, % at 7.5 µM | hit rate 0.4% among 300,000; in the data active = activity change below about -75%, passing the limit was not always enough;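 also: luminescence divided by OD600 gain over 9 h not by final OD600 alone; inactives centre near 13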
# MrgX1 allo act – allosterically activates human MrgX1 receptor signaling | MrgX1-HEK293, Fluo-4 calcium flux, FDSS; stronger effect = higher value | B-score at 10 µM | hit rate 0.63% among 310,000;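 active = plate-corrected calcium response at least 3 library SD above typical, normal starting fluorescence, not activating the receptor alone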;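 also: compound read alongside a low EC10 to EC30 dose of BAM8-22 agonist; peak minus trough fluorescence over baseline measured at the second addition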
# TRPC4 potent – TRPC4 (mouse) allosteric potentiation; AID 2227; B-score at 10 µM; HEK293 TRPC4beta/mu-opioid, DAMGO EC20, Fluo-4 Ca2+ flux; stronger effect = higher value; Q9QUQ5; hit rate 0.42% among 310,000;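 active = B-score of calcium response area above 5 SD of library B-scores, with initial fluorescence ratio within 5 SD of library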;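 also: B-score of integrated fluorescence ratio over time as area under calcium response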
# Target sequence (Q9QUQ5 whole entry, looked up): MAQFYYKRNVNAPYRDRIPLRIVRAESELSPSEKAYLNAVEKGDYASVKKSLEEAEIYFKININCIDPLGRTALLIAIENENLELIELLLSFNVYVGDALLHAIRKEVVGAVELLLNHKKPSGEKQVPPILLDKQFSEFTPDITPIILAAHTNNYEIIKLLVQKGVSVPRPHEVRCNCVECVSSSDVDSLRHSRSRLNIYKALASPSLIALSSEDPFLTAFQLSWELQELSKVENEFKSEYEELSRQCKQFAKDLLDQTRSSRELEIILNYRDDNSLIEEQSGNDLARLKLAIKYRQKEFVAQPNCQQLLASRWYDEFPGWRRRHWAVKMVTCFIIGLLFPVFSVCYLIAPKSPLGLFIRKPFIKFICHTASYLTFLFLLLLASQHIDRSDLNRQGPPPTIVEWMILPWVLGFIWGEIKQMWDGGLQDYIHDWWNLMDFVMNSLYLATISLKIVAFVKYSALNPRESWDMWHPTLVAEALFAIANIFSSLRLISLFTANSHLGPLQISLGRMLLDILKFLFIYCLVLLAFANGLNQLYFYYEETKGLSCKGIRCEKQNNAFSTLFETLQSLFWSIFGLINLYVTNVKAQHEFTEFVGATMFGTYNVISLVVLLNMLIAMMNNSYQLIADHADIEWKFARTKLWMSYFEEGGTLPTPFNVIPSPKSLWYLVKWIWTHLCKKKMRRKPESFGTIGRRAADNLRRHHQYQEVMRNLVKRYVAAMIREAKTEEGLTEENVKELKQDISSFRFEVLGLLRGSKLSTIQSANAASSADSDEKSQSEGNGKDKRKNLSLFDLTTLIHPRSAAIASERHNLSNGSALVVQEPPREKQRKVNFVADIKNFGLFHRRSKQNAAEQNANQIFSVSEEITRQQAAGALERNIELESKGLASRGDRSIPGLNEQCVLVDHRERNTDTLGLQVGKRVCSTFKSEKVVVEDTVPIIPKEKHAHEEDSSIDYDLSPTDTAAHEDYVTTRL
# TRPC6 inh – blocks the mouse TRPC6 cation channel | hit rate 1.1% among 310,000 | Q61143 | HEK293-TRPC6, membrane potential dye, ACh-evoked depolarization; stronger effect = lower value | B-score at 10 µM;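 active = B-score under library mean minus 3 SD, initial fluorescence not abnormally high, positive integrated signal ratio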;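 also: B-score derived from integrated fluorescence ratio over the kinetic read; more negative B-score means stronger inhibition of depolarization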
# TRPC4 inh – TRPC4 (mouse) channel inhibition; AID 2247; B-score at 10 µM; HEK293 TRPC4beta/mu-opioid, DAMGO-evoked Fluo4 calcium flux; stronger effect = lower value; hit rate 0.39% among 300,000;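 active = B-score over 3 SD under the library average, no early fluorescence shift, positive overall ratio signal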
#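 Test system – stable TRPC4beta/mu-opioid receptor HEK293 cells · Probe or stimulus – DAMGO, a submaximal dose followed by a maximal one · Dosing – one concentration per compound · Signal – Fluo4 calcium fluorescence by kinetic imaging, 5 s 1 Hz baseline · Evaluation – per-well B score of integrated baseline-normalized Fluo4 ratio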
# HIF activator – HIF pathway transcriptional activation; U2OS HRE-luciferase reporter, luminescence; normalized: DMSO 0%, desferrioxamine 100%; activation, % at 7.5 µM (by protocol); hit rate 0.32% among 300,000;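 active = mean activation of at least 10% of the iron chelator positive control signal, with at least half of replicates also reaching 10%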
# PolyA inhibitor – blocks polyadenylation in yeast reporter cells. S. cerevisiae SKY197-pL101 polyadenylation reporter, beta-gal luminescence; efflux-impaired pdr1/pdr3 knockout yeast; score 100 = 6 SD above DMSO. calls only at 12 µM. hit rate 0.02% among 300,000. AID 1875;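 active = lowest replicate activity score at least 50, where 100 means six control SD above control mean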;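 also: yeast exposed to compound for 9 h at 30 °C; higher score means more reporter readthrough which indicates perturbed polyadenylation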
# TRPC6 act – activates the mouse TRPC6 cation channel; Q61143; HEK293-TRPC6 membrane potential dye fluorescence; stronger effect = higher value; hit rate 0.13% among 310,000; B-score at 10 µM;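 active = B-score of the integrated fluorescence ratio above library mean plus 3 SD, and starting fluorescence ratio within library mean plus 5 SD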;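 also: higher score means more depolarization so channel activation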
# TRPC4 agonist – activators of mouse TRPC4 channel; hit rate 0.49% among 310,000; Q9QUQ5; AID 2237; B-score at 10 µM; HEK293 TRPC4beta/mu-opioid, Fluo4 calcium fluorescence; stronger effect = higher value;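 active = B-score above 5 SD of library B-scores, and initial fluorescence ratio not above library mean plus 5 SD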;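 also: positive B-score marks a calcium rise read as TRPC4 activation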
#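 Material: TRPC4beta and mu-opioid receptor HEK293 stable cells | Incubation: 45 min room-temperature Fluo4 loading, 110 s read | Detection: Kinetic Fluo4 calcium fluorescence | Measure: Integrated baseline-normalised fluorescence ratio, converted to per-well B score | Benchmarks: Low control buffer alone, high control maximal DAMGO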
# Starred values were filed as active, the others as inactive; i = inactive; . = no result given. Not all compounds are listed; rates above refer to the full screens.
SMILES,MrgX1 agonist,MrgX1 antag,AI-2 QS modul,MrgX1 allo act,TRPC4 potent,TRPC6 inh,TRPC4 inh,HIF activator,PolyA inhibitor,TRPC6 act,TRPC4 agonist
COCCNc1nnc(SCC(=O)Nc2sc3c(c2C(=O)c2ccccc2)CCCC3)s1,i,i,19.6,i,i,i,i,0.6,i,i,i
O=S(=O)(c1ccc(Cl)cc1)N1CCN(S(=O)(=O)N2CCCCCC2)CC1,i,i,9.3,i,i,i,i,0.0,i,i,i
O=C(CC1S/C(=N/N=C2CCCCCC2)NC1=O)Nc1ccc(Br)cc1F (stereo not drawn),i,i,20.5,i,i,i,i,-0.4,i,i,i
CCNC(=S)N=Nc1c(O)[nH]c2ccc([N+](=O)[O-])cc12,i,i,7.2,i,i,i,i,-0.4,i,i,i
Cc1ccccc1C1C(C#N)=C2N=C(N)c3c(sc4c3CCCCC4)N2C2=C1C(=O)CCC2 (stereo not drawn),i,i,48.0,i,i,i,i,-0.9,i,i,i
COC(=O)c1ccc(C(=O)OC)c(NC(=S)N2CCOCC2)c1,i,i,2.2,i,i,i,i,0.0,i,i,i
Cc1cnc(NC(=O)CSc2ccccc2)s1,i,i,-3.2,i,i,i,i,1.3,i,i,i
N#CC1=C(N)OC2=C(C(=O)CCC2)C1Cc1ccccc1 (stereo not drawn),i,i,14.7,i,i,i,i,0.0,i,i,i
Cc1nn(C)c(C)c1NC(=O)CSc1nc(C2CC2)nc2c1cnn2-c1ccccc1,i,i,13.0,i,i,i,i,-1.4,i,i,i
CCCCn1nnnc1NCc1ccc(N(CC)CC)cc1,i,i,25.2,i,i,i,i,-0.3,i,i,i
NC(=O)C(=O)N/N=C/c1c(F)c(F)c(F)c(F)c1F,i,i,36.1,i,i,i,i,-0.5,i,i,i
CCC(Oc1ccccc1)C(=O)NC1CCSC1=O (stereo not drawn),i,i,7.4,i,i,i,i,0.8,i,i,i
CC(C)Cc1nnc(NC(=O)CCC(=O)NCCc2ccc(Cl)cc2)s1,i,i,18.3,i,i,i,i,-0.1,i,i,i
CCN(CC)C(=O)NC1CCCCCCC1,i,i,38.2,i,i,i,i,0.0,i,i,i
Cc1cccc(C(=O)Nc2ccc(O)cc2C(=O)O)c1,i,i,11.2,i,i,i,i,-0.6,i,i,i
Cc1cc(C)n(C2CC(=O)N(c3cc(Cl)cc(Cl)c3)C2=O)n1 (stereo not drawn),i,i,14.8,i,i,i,i,0.5,i,i,i
O=C(Nc1ccc2c(c1)C(=O)N(CC1CCCO1)C2=O)c1ccc(Cl)c(Cl)c1 (stereo not drawn),i,i,19.8,i,i,i,i,0.9,i,i,i
CNCCOc1ccccc1C(C)(C)C,i,i,4.6,i,i,i,i,0.0,i,i,i
COc1ccc(S(=O)(=O)N(C)C)cc1NC(=O)Cc1c[nH]c2ccccc12,i,i,35.3,i,i,i,.,-0.2,i,i,i
O=C(CCSc1nnc2scc(-c3ccccc3)n12)NCc1ccc2c(c1)OCO2,i,i,30.6,i,i,i,i,-0.5,i,i,i
COc1ccc(S(=O)(=O)N2CCN(C)CC2)cc1,i,i,4.1,i,i,i,i,1.3,i,i,i
Cc1cc(N2CCN(Cc3cn(C)nc3-c3ccccc3F)CC2)cc(C)n1,i,i,14.6,i,i,i,i,0.0,i,i,i
CCCc1nnc(NC(=O)CCC(=O)N2CCN(c3ccccn3)CC2)s1,i,i,4.5,i,i,i,i,-0.3,i,i,i
Cc1ccc(C)c(OCCC(=O)OCC(=O)NCCc2ccc(S(N)(=O)=O)cc2)c1,i,i,24.5,i,i,i,i,-0.8,i,i,i
Cc1cccc(NC(=O)CN2C(=O)NC3(CCCC3)C2=O)n1,i,i,13.2,i,i,i,i,-0.2,i,i,i
Cc1ccc(-c2cc(C(=O)NCc3ccccn3)no2)cc1,i,i,25.2,i,i,i,i,.,i,i,i
Fc1ccccc1CSc1nc2ncccc2[nH]1,i,i,6.1,i,i,i,i,-0.2,i,i,i
Cc1cc(N2C(=O)CC(Cc3ccc(Cl)cc3)C2=O)no1 (stereo not drawn),i,i,31.1,i,i,i,i,-0.2,i,i,i
CCOC1(/N=C(\C)NS(=O)(=O)c2ccc(Cl)cc2)C(C)=CC(=O)C=C1C,i,i,9.3,i,i,i,i,0.3,i,i,i
COc1ccc(OC)c(S(=O)(=O)Nc2ccc(OCC(=O)O)cc2)c1,i,i,23.7,i,i,i,i,-0.1,i,i,i
NC(=O)C1CCCN(S(=O)(=O)c2ccc3ccccc3c2)C1 (stereo not drawn),i,i,22.9,i,i,i,i,0.1,i,i,i
COc1ccc(-n2c(SCC(=O)Nc3ccc(Br)cc3)nc(O)cc2=O)cc1,i,i,0.9,i,i,i,i,-0.4,i,i,i
Cc1ccc(S(=O)(=O)CCC(=O)OCC(=O)N2c3ccccc3NC(=O)C2(C)C)cc1,i,i,8.5,i,i,i,i,0.7,i,i,i
Cc1ccc2nc(SCC(=O)N3CCN(c4ccccc4)CC3)[nH]c2c1,i,i,27.2,i,i,i,i,-0.1,i,i,i
Cc1ccc(C(=O)NCc2nnc3c(C(F)(F)F)cc(Cl)cn23)o1,i,i,21.4,i,i,i,i,-0.2,i,i,i
O=S(=O)(c1ccc(NC(=S)N/N=C/c2ccc(O)c(O)c2)cc1)N1CCOCC1,i,i,5.9,i,i,i,i,-0.1,i,i,i
Cc1cc(N2C(=O)C(=O)/C(=C(/O)c3ccc(F)cc3)C2c2ccc(Cl)cc2)no1 (stereo not drawn),i,i,65.2,i,i,i,i,0.2,i,i,i
CCC(=O)Nc1nnc(CCc2ccccc2)s1,i,i,10.4,i,i,i,i,0.0,i,i,i
COc1ccccc1NC(=S)N(CCCN(C)C)Cc1cc2cc3c(cc2[nH]c1=O)OCO3,i,i,25.0,i,i,i,i,1.1,i,i,i
O=C(N/N=C/c1cccs1)c1n[nH]c2c1CCCC2,i,i,-2.8,i,i,i,i,-3.8,i,i,i
COc1ccc(Cn2c(C)nc3c(c(=O)c4ccccc4n3C)c2=O)cc1,i,i,7.9,i,i,i,i,-0.1,i,i,i
S=C1NCCOCCOCCOCCOCCNC(=S)NCCOCCOCCOCCOCCN1,i,i,10.4,i,i,i,i,-0.8,i,i,i
C[C@@H]1C=C[C@](Cc2ccccc2)(C(=O)O)N1C(=O)c1ccccc1,i,i,13.7,i,i,i,i,-0.1,i,i,i
COC(=O)CSc1ncnc2c1sc1nc(N3CCOCC3)c3c(c12)CCCC3,i,i,12.6,i,i,i,i,-0.2,i,i,i
CCc1ccc(CNC(=O)C2CCN(S(=O)(=O)N3CCC4(CC3)OCCO4)CC2)cc1,i,i,2.0,i,i,i,i,-0.2,i,i,i
Cc1cccc(N(CC(=O)N/N=C/c2cc([N+](=O)[O-])ccc2Cl)S(C)(=O)=O)c1C,i,i,7.8,i,i,i,i,-0.1,i,i,i
Cc1ccc(NC(=O)COC(=O)C2=COCCO2)cc1,i,i,4.5,i,i,i,i,0.5,i,i,i
COc1ccc(NC(=O)c2ccc(-c3ccc([N+](=O)[O-])cc3)o2)cc1OC,i,-5.27*,3.5,i,i,i,i,0.4,i,i,i
Cc1c(C(N)=O)sc2ncn(CC(=O)OC(C)C)c(=O)c12,i,i,6.4,i,i,i,i,0.1,i,i,i
O=C(CN(c1ccccc1)S(=O)(=O)c1ccccc1)Nc1ccccc1C(=O)NCc1ccco1,i,i,20.4,i,i,i,i,0.3,i,i,i
O=Cc1c(NC2CCCCC2)c2ccccc2[nH]c1=O,i,i,22.0,i,i,i,i,0.7,i,i,i
CCN(CC)c1ccc(/C=N/N2CCN(Cc3ccccc3)CC2)cc1,i,i,5.0,i,i,i,i,-0.9,i,i,i
COc1ccc(OC)c(-c2cc(C3CCN(C(=O)OC(C)(C)C)CC3)[nH]n2)c1,i,i,-2.9,i,i,i,i,0.8,i,i,i
Cc1ccc(Cl)cc1N1CCN(C(=O)CSc2nnc3n2C(C)(C)Cc2ccccc2-3)CC1,i,-9.5*,17.1,i,i,i,i,-0.4,i,i,i
Cc1nnc(SCC(=O)NCc2ccccc2)[nH]c1=O,i,i,4.8,i,i,i,i,-0.2,i,i,i
COC(=O)c1cc(S(=O)(=O)NCC2CCN(Cc3cccc(Cl)c3)CC2)c[nH]1,i,i,24.8,i,i,i,i,.,i,i,i
Cc1nn(Cc2ccccc2)c(C)c1C(=O)OCC(=O)c1cc(C)n(C2CC2)c1C,i,i,-10.3,i,i,i,i,-0.2,i,i,i
COc1ccc(CCN2C(=O)CC(NNC(=O)c3cccc(O)c3)C2=O)cc1 (stereo not drawn),i,i,9.9,i,i,i,i,-0.2,i,i,i
CN1CCCN(C(=O)c2cccc3ccccc23)CC1,i,i,15.6,i,i,i,i,0.1,i,i,i
Cn1cnnc1SCc1ccccc1,i,i,19.8,i,i,i,i,-0.1,i,i,i

# Some of the entries above in another layout.
SMILES	MrgX1 agonist	MrgX1 antag	AI-2 QS modul	MrgX1 allo act	TRPC4 potent	TRPC6 inh	TRPC4 inh	HIF activator	PolyA inhibitor	TRPC6 act	TRPC4 agonist
COC(=O)CSc1ncnc2c1sc1nc(N3CCOCC3)c3c(c12)CCCC3	i	i	12.6	i	i	i	i	-0.2	i	i	i
COc1ccc(NC(=O)c2ccc(-c3ccc([N+](=O)[O-])cc3)o2)cc1OC	i	-5.27*	3.5	i	i	i	i	0.4	i	i	i

# (listing goes on)
SMILES,MrgX1 agonist,MrgX1 antag,AI-2 QS modul,MrgX1 allo act,TRPC4 potent,TRPC6 inh,TRPC4 inh,HIF activator,PolyA inhibitor,TRPC6 act,TRPC4 agonist
C=CCn1cc(Cl)c(=O)n(CC=C)c1=O,i,i,14.4,i,i,i,i,-0.6,i,i,i
Cn1nc([N+](=O)[O-])nc1Sc1cccc2cccnc12,i,i,45.9,i,i,i,i,0.6,i,i,i
COc1ccc(C2C=C(Nc3ccccc3)C(=O)N2c2ccccc2)cc1OC (stereo not drawn),i,i,25.7,i,i,i,i,2.4,i,i,i
O=C(Nc1nc2ccc(F)cc2s1)c1cccc(S(=O)(=O)N2CCc3ccccc32)c1,i,i,35.9,i,i,i,i,0.7,i,i,i
